Assay outcomes deposited in PubChem BioAssay by several laboratories.
CHT allo act – allosterically activates the human high affinity choline transporter; Q9GZV3; CHT-expressing cells, membrane potential dye, choline EC20; hits give high values; LV-AA mutant CHT in HEK293 cells; B-score at 10 µM; 0.49% of 310,000 active; AID 488977;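 active means initial fluorescence not abnormally high and integrated response B-score, plate-corrected, over 3 SD above library mean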
Target sequence (Q9GZV3 whole entry, looked up): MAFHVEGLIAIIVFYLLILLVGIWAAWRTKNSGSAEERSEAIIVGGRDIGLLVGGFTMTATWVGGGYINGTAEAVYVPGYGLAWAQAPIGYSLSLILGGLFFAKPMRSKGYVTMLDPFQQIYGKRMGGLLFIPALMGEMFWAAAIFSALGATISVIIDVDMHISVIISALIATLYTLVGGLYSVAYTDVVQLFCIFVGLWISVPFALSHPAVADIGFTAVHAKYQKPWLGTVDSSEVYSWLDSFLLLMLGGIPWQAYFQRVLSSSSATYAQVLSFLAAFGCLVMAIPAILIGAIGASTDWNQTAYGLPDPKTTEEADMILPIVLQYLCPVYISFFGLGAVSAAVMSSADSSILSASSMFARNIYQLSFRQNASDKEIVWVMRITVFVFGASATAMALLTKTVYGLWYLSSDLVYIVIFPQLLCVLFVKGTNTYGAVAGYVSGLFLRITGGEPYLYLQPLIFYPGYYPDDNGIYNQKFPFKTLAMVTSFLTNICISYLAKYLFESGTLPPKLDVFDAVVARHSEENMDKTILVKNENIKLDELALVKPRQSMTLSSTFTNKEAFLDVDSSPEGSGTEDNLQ
OX1R antag-1 – antagonists of human orexin 1 receptor; O43613; CHO/OX1R cells, Fluo-8 calcium fluorescence, orexin A; inhibition, % at 5 µM; 0.43% of 330,000 active; AID 434989;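 active means inhibition above its plate's threshold, mean inhibition of all tested compounds on the plate plus 3 SD, cut at about 37% in these data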;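 further: 0% = orexin A challenge wells and 100% = SB-334867-A antagonist wells; not every result past the cut was called active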
OX1R antag-2 – antagonists of human orexin 1 receptor (OX1R). O43613. OX1R-expressing cells, FRET antagonist read-out. inhibition, % at 6.6 µM. 1.8% of 330,000 active. AID 485270; in the data active means inhibition mostly above about 38%, no sharp cut-off; inactive means mostly below about 40%;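 further: 0% = agonist challenge alone and 100% = reference antagonist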
* = called active by the depositor; i = inactive; . = not tested or not shown.

#1 CC/C(=N\NC(=O)c1ccccc1Cl)c1c(O)n(C2CCCCC2)c(=O)[nH]c1=O
#2 COC(=O)C1=C(c2ccc3ccccc3c2)C[C@@H]2CC[C@H]1N2C(=O)NCc1ccco1
#3 CC(C)Nc1nc(Cl)nc(NC(C)C)n1
#4 OC1/C(=C/c2ccc(Cl)cc2Cl)N2CCC1CC2 (stereo unspecified)
#5 O=c1[nH]c(=O)n(CCc2ccc(F)cc2)c(O)c1C=NCCCN1CCOCC1
#6 Cc1cc(C)n2nc(SCC(=O)N3CCC4(CC3)OCCO4)nc2n1
#7 CC1CCCCN1Cc1c[nH]c2ccccc12 (stereo unspecified)
#8 CN1C(=O)N(C)C(=O)C2(Cc3c(ccc4ccccc34)N(C)C2)C1=O
#9 CC(=NCCC1=CCCCC1)c1c(O)n(C)c(=O)n(C)c1=O
#10 COC(=O)C1=C(c2cccc(OCc3ccccc3)c2)C[C@@H]2CC[C@H]1N2C(=O)NCCN1CCOCC1

assay / entry,1,2,3,4,5,6,7,8,9,10
CHT allo act,i,.,i,i,i,i,i,i,i,.
OX1R antag-1,-4,-29,0,-9,-22,13,6,-32,-10,-18
OX1R antag-2,23,6,9,19,27,7,-3,18,13,9

Single values from above:
In OX1R antag-1, O=c1[nH]c(=O)n(CCc2ccc(F)cc2)c(O)c1C=NCCCN1CCOCC1 is listed with -22
In OX1R antag-2, CC(=NCCC1=CCCCC1)c1c(O)n(C)c(=O)n(C)c1=O is listed with 13
In OX1R antag-2, CC(C)Nc1nc(Cl)nc(NC(C)C)n1 is listed with 9
In OX1R antag-2, CC1CCCCN1Cc1c[nH]c2ccccc12 (stereo unspecified) is listed with -3
In OX1R antag-2, CN1C(=O)N(C)C(=O)C2(Cc3c(ccc4ccccc34)N(C)C2)C1=O is listed with 18
In OX1R antag-1, COC(=O)C1=C(c2cccc(OCc3ccccc3)c2)C[C@@H]2CC[C@H]1N2C(=O)NCCN1CCOCC1 is listed with -18
In OX1R antag-2, Cc1cc(C)n2nc(SCC(=O)N3CCC4(CC3)OCCO4)nc2n1 is listed with 7

Sorted by molar mass (low to high): some entries from above
#9 CC(=NCCC1=CCCCC1)c1c(O)n(C)c(=O)n(C)c1=O
#5 O=c1[nH]c(=O)n(CCc2ccc(F)cc2)c(O)c1C=NCCCN1CCOCC1
#10 COC(=O)C1=C(c2cccc(OCc3ccccc3)c2)C[C@@H]2CC[C@H]1N2C(=O)NCCN1CCOCC1

assay / entry,9,5,10
CHT allo act,i,i,.
OX1R antag-1,-10,-22,-18
OX1R antag-2,13,27,9

Continued:
#11 Cc1ccc(N)c(C(=O)c2ccc(Br)cc2)c1
#12 CCC1C2Cn3c(nc4ccccc43)C1N(C)O2 (stereo unspecified)
#13 N#CC(C#N)=Cc1ccc(-c2ccccc2)o1
#14 CC(C(=O)c1c[nH]c2ccccc12)N1CCc2ccccc2C1 (stereo unspecified)
#15 Fc1cccc(CNCCc2c[nH]c3ccccc23)c1
#16 Cn1c(O)c(C=NC2CCN(Cc3ccccc3)CC2)c(=O)n(C)c1=O
#17 ClCCN1CCN(c2ccnc3cc(Cl)ccc23)CC1
#18 Cc1[nH]c2c(C(F)(F)F)cccc2c1CCN
#19 CCC(=NCc1ccco1)c1c(O)[nH]c(=O)[nH]c1=O
#20 Cc1ccc(S(=O)(=O)N2CCC(C(=O)N3CCC4(CC3)OCCO4)CC2)cc1

assay / entry,11,12,13,14,15,16,17,18,19,20
CHT allo act,i,i,i,i,i,i,i,i,i,i
OX1R antag-1,-17,-18,-6,-22,-3,-15,-19,-16,-10,-4
OX1R antag-2,-4,6,10,16,6,2,-1,13,0,6

#21 COC(=O)C1=C(c2ccc(OC(F)(F)F)cc2)C[C@@H]2CC[C@H]1N2C(=O)N1CCC(O)CC1
#22 O=C(C[N+]12CCC(CC1)C(CO)C2)c1ccc(Br)cc1 (stereo unspecified)
#23 Cc1ccc(OCCn2cccc2/C=C2/C(=O)NC(=O)N(Cc3ccco3)C2=O)cc1
#24 COc1ccc(CC(=O)N2C[C@H]3C[C@@H](C2)c2cccc(=O)n2C3)cc1
#25 O=C1C2CCCN2C(c2cccnc2)N1c1nccs1 (stereo unspecified)
#26 CN(C)C(=O)Oc1ccnc2cc(Cl)ccc12
#27 CCOC(=O)C1C(=O)NC2(C)CC1c1cc(OC)ccc1O2 (stereo unspecified)
#28 COc1ccc(/C=C/C(=O)NC(=S)N2C[C@H]3C[C@H](C2)c2cccc(=O)n2C3)cc1
#29 Cc1ccnc(-n2c(C)cc(C=C3C(=O)N(C)C(=S)N(C)C3=O)c2C)c1
#30 O=c1[nH]c(=S)n(-c2cccc(Cl)c2)c(O)c1C=NCCN1CCNCC1

assay / entry,21,22,23,24,25,26,27,28,29,30
CHT allo act,.,i,i,i,i,i,i,i,i,i
OX1R antag-1,-6,-6,8,-12,-5,-3,-7,-17,-22,10
OX1R antag-2,6,2,6,10,29,17,12,24,15,5

#31 C[C@H]1O[C@@H](OC2CC[C@]3(C=O)[C@H]4CC[C@]5(C)[C@@H](C6=CC(=O)OC6)CC[C@]5(O)[C@@H]4CC[C@]3(O)C2)CC2OC(C)(C)OC21 (stereo partly specified)
#32 CCOC(=O)C1=C(C)OC(N)=C(C(=O)OC)C12C(=O)Nc1ccc(Br)cc12 (stereo unspecified)
#33 COc1ccc(/C=C/C2=CCN(C)CC2)cc1
#34 CCCCCCN1CCN(c2ccc(Cl)cc2)CC1
#35 O=c1[nH]c(=S)n(C2CC2)c(O)c1C=Nc1ccc2c(c1)OCO2
#36 CCN1CCN(Cc2ccc(C)cc2C)CC1
#37 CCc1ccc(C(=O)C23CN4CN(CN(C4)C2)C3)cc1
#38 COc1ccc(CN2CC3CC(C2)c2cccc(=O)n2C3)cc1OC (stereo unspecified)
#39 O=c1[nH]c(=S)n(C2CC2)c(O)c1C=NCC1CCCO1 (stereo unspecified)
#40 Cc1cccc(C)c1NC(=O)CN(C)CC(=O)Nc1ccc(C#N)c(Cl)c1

assay / entry,31,32,33,34,35,36,37,38,39,40
CHT allo act,i,i,i,i,i,i,i,i,i,i
OX1R antag-1,-26,-3,4,-19,-25,-8,-16,-2,-17,-37
OX1R antag-2,10,2,9,3,12,11,6,-1,2,17

#41 N#CCCn1cc(C(=O)Nc2ccc(F)cc2)c(-c2ccc([N+](=O)[O-])cc2)n1
#42 COC(=O)C1=C(c2ccc(OC(F)(F)F)cc2)C[C@@H]2CC[C@H]1N2C(=O)N1CCOCC1
#43 COc1cc(/C=C2\C(=O)NC(=O)N(CCc3ccc(F)cc3)C2=O)ccc1O
#44 c1cc2c(cc1C1OCC3C(c4ccc5c(c4)OCO5)OCC13)OCO2 (stereo unspecified)
#45 O=[N+]([O-])c1ccc(C2C3C(c4ccccc4)=NC4(CCCCC4)N32)cc1 (stereo unspecified)
#46 C=C1C2C[C@@]3([C@@H]1O)[C@@H](C[C@@H]2O)[C@@]12C4[C@@H]3C[C@@H]1[C@@](C)(CC[C@@H]2O)CN4CC
#47 Fc1ccccc1CNC1CN2CCC1CC2 (stereo unspecified)
#48 CN1CCN(c2ccc(/C=C3\C(=O)NC(=S)N(c4cccc(Br)c4)C3=O)o2)CC1
#49 CCOC(=O)C(O)(c1ccc(N(CC)C(=O)OC)cc1)C(F)(F)F (stereo unspecified)
#50 c1ccc(C2(N3CCCCC3)CCCCC2)cc1

assay / entry,41,42,43,44,45,46,47,48,49,50
CHT allo act,i,.,i,.,i,i,i,i,i,.
OX1R antag-1,-1,-1,1,2,-4,-6,-3,-11,-3,-12
OX1R antag-2,6,1,6,9,14,10,21,3,3,9

Grouped by structure: the compounds so far containing a carbonyl joined to an NH by a bond outside any ring (6)
#1 CC/C(=N\NC(=O)c1ccccc1Cl)c1c(O)n(C2CCCCC2)c(=O)[nH]c1=O
#2 COC(=O)C1=C(c2ccc3ccccc3c2)C[C@@H]2CC[C@H]1N2C(=O)NCc1ccco1
#10 COC(=O)C1=C(c2cccc(OCc3ccccc3)c2)C[C@@H]2CC[C@H]1N2C(=O)NCCN1CCOCC1
#28 COc1ccc(/C=C/C(=O)NC(=S)N2C[C@H]3C[C@H](C2)c2cccc(=O)n2C3)cc1
#40 Cc1cccc(C)c1NC(=O)CN(C)CC(=O)Nc1ccc(C#N)c(Cl)c1
#41 N#CCCn1cc(C(=O)Nc2ccc(F)cc2)c(-c2ccc([N+](=O)[O-])cc2)n1

assay / entry,1,2,10,28,40,41
CHT allo act,i,.,.,i,i,i
OX1R antag-1,-4,-29,-18,-17,-37,-1
OX1R antag-2,23,6,9,24,17,6

(listing goes on)
#51 CN(C)CCN=Cc1c(O)n(Cc2ccco2)c(=O)[nH]c1=O
#52 CNC(=O)O/N=C/c1nn(C(=O)C(C)(C)C)cc1Br
#53 CCNc1ccc(P(=S)(N(C)C)N(C)C)cc1
#54 COc1ccc(OC)c(NC(=O)N2C[C@H]3C[C@@H](C2)c2cccc(=O)n2C3)c1
#55 CN(C/N=C(\N)N[N+](=O)[O-])S(=O)(=O)c1ccccc1
#56 Fc1ccc(Cn2nnnc2C(c2ccc(F)cc2)N2CC=C(c3ccc(F)cc3)CC2)cc1 (stereo unspecified)
#57 CCOC(=O)c1ccccc1NC(=O)c1c(O)[nH]c(=O)[nH]c1=O
#58 Cc1cccc(NC(=O)N2C[C@H]3C[C@@H](C2)c2cccc(=O)n2C3)c1
#59 Nc1c2c(nc3ccccc13)CCN(Cc1ccccc1)C2
#60 COc1ccc(/C=C/C(=O)c2c(O)n(CCC3=CCCCC3)c(=O)[nH]c2=O)cc1

assay / entry,51,52,53,54,55,56,57,58,59,60
CHT allo act,i,i,i,i,i,i,i,i,i,i
OX1R antag-1,-9,4,0,1,8,-4,2,3,-8,-2
OX1R antag-2,12,5,1,9,11,10,23,18,7,19

#61 Cc1ccsc1C(=O)C1CCCN(Cc2cnc(N(C)C)s2)C1 (stereo unspecified)
#62 O=C(Nc1nccs1)c1c(O)c2c(n(Cc3ccco3)c1=O)CCCC2
#63 O=S1(=O)CC2(N3CCOCC3)CCCCCCC21 (stereo unspecified)
#64 FC(F)(F)c1ccc2c(c1)NP(=S)(N1CCOCC1)c1nccn1-2 (stereo unspecified)
#65 CCN1CCC(NCC2CCCCC2)CC1
#66 COc1ccc(-c2nn(CCC#N)cc2C(=O)Nc2ccc(C(C)=O)cc2)cc1
#67 CC1(C)CN=C(Nc2ccccc2C(F)(F)F)S1
#68 CCOC(=O)c1cc(C)n(CCc2cnc[nH]2)c1C
#69 COc1ccc2c(c1O)[C@]13CCN(C)[C@H](C2)[C@@H]1CCC(=O)C3
#70 O=C(NCc1ccccc1)c1cccn(Cc2cccc(Cl)c2)c1=O

assay / entry,61,62,63,64,65,66,67,68,69,70
CHT allo act,i,i,i,i,i,i,i,i,i,i
OX1R antag-1,-33,-14,-5,-14,-1,-15,-27,-24,-7,-41
OX1R antag-2,3,6,7,5,5,7,12,15,4,3

#71 CCCCCn1c(N)c(C(=O)NCCN2CCOCC2)c2nc3ccccc3nc21
#72 CC1(C)CC(=O)C(C=NCCN2CCN(C(=O)Cc3ccccc3)CC2)=C(O)C1
#73 CN1C(=O)N(C)C(=O)C(CCc2ccccn2)(CCc2ccccn2)C1=O
#74 COC(=O)C1=C(c2ccc(-c3ccccc3)c(F)c2)C[C@@H]2CC[C@H]1N2C(=O)N1CCCCC1
#75 COc1cc(OC)c(OC)cc1CN1CCN(C(=O)Cc2ccccc2)CC1
#76 O=CC(Cl)P(=O)(N1CCOCC1)N1CCOCC1 (stereo unspecified)
#77 Cc1c(-c2cccc(Cl)c2)nc2ccccc2c1C(=O)N1CCC2(CC1)OCCO2
#78 COc1cccc(N2C(=O)NC(=O)/C(=C/c3ccc4c5c(cccc35)CC4)C2=O)c1

assay / entry,71,72,73,74,75,76,77,78
CHT allo act,i,i,i,.,i,i,i,i
OX1R antag-1,-25,1,-19,16,4,2,-27,-1
OX1R antag-2,7,8,12,9,11,0,18,7

Not all compounds are listed, so the mix of outcomes need not match the whole.
